Source: PubChem
V1aR counter: V1a receptor agonism, counter-screen for OXTR agonists. P37288. activation, % at 3 µM. 320,000 compounds, 0.25% hits. CHO-V1R cells, Fluo-8 calcium fluorescence, agonist mode; 0% DMSO, 100% 3 nM vasopressin;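 active = activation above the mean activation of all tested compounds plus 3 SD, per screening run, cut at about 20% in these data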;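 also: signal is peak over basal fluorescence ratio across a 100 second FLIPR read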
CHRM1 PAM: positive allosteric modulators of human M1 muscarinic receptor. P11229. CHO-K1 hM1, Fluo-8 calcium fluorescence, ACh EC20; 0% = ACh EC20, 100% = maximal ACh. activation, % at 3 µM. 360,000 compounds, 0.088% hits; in the data active = activation above about 19%, passing the limit was not always enough
Target sequence (P11229 whole entry, looked up): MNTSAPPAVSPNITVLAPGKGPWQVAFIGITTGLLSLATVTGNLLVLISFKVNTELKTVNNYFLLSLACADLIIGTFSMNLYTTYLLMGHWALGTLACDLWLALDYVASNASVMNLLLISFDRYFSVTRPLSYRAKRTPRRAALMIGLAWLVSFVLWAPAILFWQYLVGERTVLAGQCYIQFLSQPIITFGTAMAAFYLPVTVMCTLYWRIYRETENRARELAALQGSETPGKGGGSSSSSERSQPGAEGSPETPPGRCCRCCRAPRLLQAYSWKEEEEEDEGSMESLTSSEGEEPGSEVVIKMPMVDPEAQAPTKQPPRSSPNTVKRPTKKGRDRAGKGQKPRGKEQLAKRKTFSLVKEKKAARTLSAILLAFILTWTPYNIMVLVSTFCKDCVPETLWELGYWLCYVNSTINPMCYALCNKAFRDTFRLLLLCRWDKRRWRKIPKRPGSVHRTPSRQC
CHO parental Ca: counter-screen: ATP calcium response change in parental CHO cells; 330,000 compounds, 0.63% hits; inhibition, % at 5.6 µM; parental CHO-K1, ATP-induced calcium, Fluo-8 fluorescence;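 active = inhibition above that plate's mean sample inhibition plus 3 SD, cut at about 26% in these data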;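 also: 0% = ATP-challenged DMSO wells and 100% = DMSO wells without ATP; some compounds past the cut are filed as inactive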
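Test system: untransfected parental CHO cell line. Compound: one dose, 5.6 µM nominal. Detection: intracellular calcium via Fluo-8 no-wash fluorescent dye. Measure: % inhibition. Benchmarks: ATP-challenged DMSO wells low, unchallenged DMSO wells high.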
OXTR ag: human OXTR agonism | 320,000 compounds, 0.32% hits | CHO-OTR cells, Fluo-8 calcium fluorescence; normalized: DMSO 0%, oxytocin 100% | P30559 | AID 2435 | activation, % at 3 µM;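 active = activation above the mean of all tested compounds plus 3 SD, cutoff set per screening run, cut at about 20% in these data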;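 also: peak over basal fluorescence ratio from a 100 s FLIPR kinetic read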
OXTR potentiate: potentiates the human oxytocin receptor response | P30559 | CHO-OTR cells, Fluo-8 calcium fluorescence, potentiator mode; 0% = oxytocin EC15, 100% = EC100 | activation, % at 3 µM | 320,000 compounds, 0.061% hits;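 active = activation above that plate's cutoff, the mean activation of tested compounds plus 3 SD, cut at about 6.6% in these data, passing the limit was not always enough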;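 also: 100% uses oxytocin at 75 nM as the full agonist control; some results filed as inactive read as strong as hits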
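assay system = CHO-OTR cells, human receptor | schedule = compound 6 min at room temperature before oxytocin, 100 s read | detection = Fluo-8 intracellular calcium fluorescence, ex 470-495, em 515-575 nm | evaluation = normalized max/min fluorescence ratio, % activation | control set = EC15 oxytocin alone as 0%, 75 nM oxytocin (EC100) as 100%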
CHRM1 antagonist: antagonists of human M1 muscarinic receptor. P11229. CHO-K1 hM1, Fluo-8 calcium fluorescence, ACh EC80 antagonist. inhibition, % at 3 µM. 360,000 compounds, 1.3% hits. AID 588852;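 active = percent inhibition above its own plate's cutoff, namely the mean of that plate's compound wells plus 3 SD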;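 also: peak over basal fluorescence ratio during 140 s after agonist addition; 0% = ACh EC80 plus DMSO and 100% = DMSO alone without agonist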
TAAR1 agonist: human TAAR1 agonism; CHO RD-HGA16 TAAR1, Fluo-8 calcium fluorescence; vehicle wells 0%, saturating PEA agonist 100%; activation, % at 3 µM; 360,000 compounds, 0.99% hits;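 active = activation above the mean activation of all test compounds in the run plus 3 SD, cut at about 38% in these data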
Target sequence (Q96RJ0 whole entry, looked up): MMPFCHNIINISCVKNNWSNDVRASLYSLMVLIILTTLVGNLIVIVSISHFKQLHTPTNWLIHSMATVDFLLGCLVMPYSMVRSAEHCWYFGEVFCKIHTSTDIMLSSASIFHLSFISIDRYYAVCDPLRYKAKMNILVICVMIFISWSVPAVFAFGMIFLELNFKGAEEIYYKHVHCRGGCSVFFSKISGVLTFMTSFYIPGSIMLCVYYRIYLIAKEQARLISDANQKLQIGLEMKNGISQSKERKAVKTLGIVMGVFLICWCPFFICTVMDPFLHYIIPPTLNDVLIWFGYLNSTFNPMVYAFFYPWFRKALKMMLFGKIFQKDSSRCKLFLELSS
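System: CHO RD-HGA16 cells carrying human TAAR1 plus Gα16; Incubation: 17-24 h seeding, 75 min 37 °C dye, 30 min RT; Measured by: Fluo-8 fluorescence, 5 s baseline then 140 s kinetic read; Control set: DMSO and PEA EC100; Replication: single well for each compound.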
TAAR1 antag: antagonists of human TAAR1; CHO RD-HGA16 TAAR1, Fluo-8 calcium fluorescence, antagonist; inhibition, % at 3 µM; 360,000 compounds, 1.5% hits; Q96RJ0;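 active = inhibition above a per-plate cutoff, the mean inhibition of test compounds on that plate plus 3 SD, cut at about 49% in these data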;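 also: 0% = DMSO plus EC80 beta-PEA response and 100% = DMSO alone without agonist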
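Assay system: CHO-derived RD-HGA16 cells stably expressing human TAAR1 plus Gα16. Timing: 140 s kinetic read after compound, 140 s after agonist. Technique: kinetic Fluo-8 calcium fluorescence measurement. Measure: % inhibition of agonist calcium response.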
M1 ag: agonists of human M1 muscarinic receptor. P11229. CHO-K1 hM1, Fluo-8 calcium fluorescence, agonist mode; 0% DMSO, 100% acetylcholine EC100. activation, % at 3 µM. 360,000 compounds, 0.33% hits. AID 588814;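 active = activation above the run's mean compound activation plus 3 SD, cut at about 16% in these data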;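 also: peak over basal fluorescence ratio within a 140 s kinetic read after compound addition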
Starred values were filed as active, the others as inactive; . = not tested or not shown; & = joins results of further samples.

SMILES	V1aR counter	CHRM1 PAM	CHO parental Ca	OXTR ag	OXTR potentiate	CHRM1 antagonist	TAAR1 agonist	TAAR1 antag	M1 ag
CCOC(=O)C1(c2ccccc2)Oc2ccccc2C(c2ccc(OC)cc2)=C1C(=O)OC (stereo not given)	.	4	-13	.	.	-11	3	0	-3
O=C(O)C1C2c3ccccc3C(O)C1(C(=O)O)c1ccccc12 (stereo not given)	.	5	.	.	.	-13	6	-16	-1
C=CCNC(=S)Nc1ccc(OC(=O)Nc2ccc(Cl)c(Cl)c2)cc1	.	-8	.	.	.	16	15	15	1
COc1cc(C)c(CNCCc2c[nH]c3ccccc23)cc1C	14	5	-10	17	-14	2	19	20	-4
CCCC(C)C(=O)NC1CCSC1=O (stereo not given)	0.0	6	-7	1.1	0	7	11	-12	-4
C[C@]12C=CC(=O)C=C1C=C[C@@H]1C2CC[C@]2(C)C(=O)CCC12 (stereo not given in full)	4.5	20	-2	-0.6	-12	-22	3	9	-1
Cn1c(O)c(C(=O)c2ccccc2)c(=O)n(C)c1=O	0.3	4	-8	0.4	1	-3	6	3	-1
Cc1ccc(S(=O)(=O)N(C)c2ccc(C(=O)NCC3(N(C)C)CCCCC3)cc2)cc1	0.7	-3	-3	2.5	-9	-11	3	-10	-5
CC(=O)OCC[N+](C)(C)C	1.7&2.9&1.1	.	3&7&6	-0.4&3.6&4.5	0&-5&1	.	0&1&1	1&6&4	.
CCCCCn1c(N)c(C(=O)NCCN2CCOCC2)c2nc3ccccc3nc21	6.2	-2	3	8.3	-16	-1	15	6	-4
C#CCOc1ccc2c(c1)c(C(C)=O)c(C)n2Cc1ccccc1	3.0	11	-16	-2.0	-9	-7	2	9	-1
CCN(CC)CCCN=Cc1c(O)n(-c2ccccc2F)c(=O)[nH]c1=O	1.1	3	-4	1.0	-12	-5	4	5	-6
CCOC(=O)[C@]12Cc3cc(OC)ccc3[C@H]1N(Cc1ccccc1)C(=O)c1cc(F)c(F)cc12	.	-2	.	.	.	3	2	-2	-9
COc1ccc(-n2nnnc2C(c2ccccc2)N2CCC3(CC2)C(=O)NCN3c2ccccc2)cc1 (stereo not given)	.	-3	.	.	.	10	0	34	10
CN1CCN(c2nc(N(C)C)oc(=O)c2C#N)CC1	0.0	8	3	0.6	5	-9	3	-3	-6
O=C(Nc1ccc(Cl)cc1)OC1CN2CCC1CC2 (stereo not given)	4.8	-14	5	3.0	0	21	10	-21	0
C=CCn1c(O)c(C(C)=Nc2ccc(NC(C)=O)cc2)c(=O)[nH]c1=O	-0.2	4	-3	1.6	1	-6	6	0	-4
COC(=O)C(O)(c1ccc(NC(=S)NC(=O)c2ccc(Cl)cc2Cl)c(C)c1)C(F)(F)F (stereo not given)	22*	-1	31	29*	-14	16	34	72*	11
C=Cc1ccc(Cn2c(C(=O)O)c(C=O)c3ccccc32)cc1	0.3	5	-10	-0.4	-11	-6	10	10	0
Fc1ccccc1CNC1CN2CCC1CC2 (stereo not given)	0.7	-20	-4	0.8	-4	45*	2	-7	-8
CCNC(=O)N1Cc2ccccc2-n2nncc2C1	.	2	.	.	.	7	1	-18	-1
CCOC(=O)C1=C(N)OC2=C(C(=O)CCC2)[C@]12C(=O)N(CC(N)=O)c1ccccc12	-2.0	-1	-4	1.2	2	-1	2	-15	-1
CS(=O)(=O)N1Cc2cnnn2-c2ccccc2C1C#N (stereo not given)	.	-2	.	.	.	13	2	-20	-2
CC1=CC(=O)C2=C(C)C[C@H](O)[C@@H]3[C@H](OC(=O)[C@H]3C)[C@@H]12	1.1	0	-6	1.4	-2	-18	1	-12	-4
CCN(CC)P(=O)(/C=C(\Cl)c1ccccc1)/C=C(\Cl)c1ccccc1	-0.3	13	0	-0.5	0	-12	-1	13	-4
O=C(NCC1=C(c2ccc3ccccc3c2)C[C@@H]2CC[C@H]1N2Cc1ccco1)c1cccs1	.	-18	.	.	.	18	2	-5	-10
c1cncc(CNC2=NCCC2)c1	0.5	8	3	0.0	-10	-12	1	2	-1
O=C(C(=O)N1CCOCC1)c1cn(Cc2c(F)cccc2Cl)c2ccccc12	0.0	1	-15	0.0	1	2	5	-19	-2
NC(C(=O)O)c1cc(=O)[nH]o1 (stereo not given)	0.3	-10	-3	0.6	-1	-5	0	17	0
O=C1c2ccccc2-n2nnc(-c3ccccc3)c2C2c3cc(Br)ccc3CCN12 (stereo not given)	.	-5	.	.	.	8	5	11	-3
C(#CCN1CCOCC1)COCC#Cc1ccccc1	-0.6	2	-7	-0.5	-9	2	6	9	-6
CC1(C)C(=O)CCC2C1=CCC1C2CCC2(C)C(O)CCC12 (stereo not given)	.	-1	.	.	.	-8	5	-5	0
Cc1ccc(NC2=NCCCS2)cc1Cl	0.4	-5	-8	2.0	4	1	-1	3	-10
O=C(O)C1C2CCC(O2)C1C(=O)Nc1cccc(Br)c1 (stereo not given)	0.6	0	5	-0.3	8	-4	0	-6	-2
CCN(CC)CCC(=O)O[C@H]1CC[C@]2(C)C3CC[C@@]4(C)C(CC[C@]4(C)O)C3CC[C@H]2C1 (stereo not given in full)	12	-27	0	18	-9	50*	43*	60*	8
COc1cccc(-n2c(/C=C/c3ccc(O)c(O)c3)nc3ccccc3c2=O)c1	2.2	-11	-10	0.8	-14	17	9	2	-3
CCOP(=O)(Cc1ccccc1)OCC	0.5	4	-4	0.4	-3	-1	11	4	2
C[C@H]1CCC[C@@H](O)CCC/C=C/c2cc(O)cc(O)c2C(=O)O1	6.5	4	-13	5.3	-5	-2	37	13	4
CN(C)c1ccc(C=C2C(=O)NC(=O)NC2=O)cc1[N+](=O)[O-]	-0.1	-3	-4	0.3	-9	5	5	4	-7
COC[C@H]1OC(=O)c2coc3c2[C@@]1(C)C1=C(C3=O)[C@@H]2CCC(=O)[C@@]2(C)C[C@H]1OC(C)=O	.	10	.	.	.	-15	3	-10	0

Full records as entered above. Screens in order: V1aR counter	CHRM1 PAM	CHO parental Ca	OXTR ag	OXTR potentiate	CHRM1 antagonist	TAAR1 agonist	TAAR1 antag	M1 ag
Listed for C(#CCN1CCOCC1)COCC#Cc1ccccc1 = -0.6	2	-7	-0.5	-9	2	6	9	-6
Listed for COc1cccc(-n2c(/C=C/c3ccc(O)c(O)c3)nc3ccccc3c2=O)c1 = 2.2	-11	-10	0.8	-14	17	9	2	-3
Listed for CC1(C)C(=O)CCC2C1=CCC1C2CCC2(C)C(O)CCC12 (stereo not given) = .	-1	.	.	.	-8	5	-5	0
Listed for CCN(CC)CCC(=O)O[C@H]1CC[C@]2(C)C3CC[C@@]4(C)C(CC[C@]4(C)O)C3CC[C@H]2C1 (stereo not given in full) = 12	-27	0	18	-9	50*	43*	60*	8

Going on with the list.
SMILES	V1aR counter	CHRM1 PAM	CHO parental Ca	OXTR ag	OXTR potentiate	CHRM1 antagonist	TAAR1 agonist	TAAR1 antag	M1 ag
CN1[C@H]2CC[C@@H]1C(C(=O)N1CCOCC1)=C(O)C2	0.8	11	-1	1.1	-3	-8	0	0	-10
CC(=NCCCO)c1c(O)n(Cc2ccccc2)c(=O)[nH]c1=O	0.3	-1	-19	1.3	-3	9	9	4	-2
O=C(CN1CCCCC1)c1cccc(Br)c1	0.6	1	-9	2.0	-5	2	2	-6	-9
O=C(Nc1ccncc1)c1cccn(Cc2ccccc2)c1=O	7.8	-1	1	11	-24	8	4	-1	-12
C#CCOCOCC#CCN(CC)CC	0.8	5	-10	2.9	-7	-18	12	9	-4
O=C(Nc1ccccc1)N1CC2CC(C1)c1cccc(=O)n1C2 (stereo not given)	0.5	-6	0	0.2	5	0	1	-2	-5
CC(=O)OC1(c2ccccc2)CCN(C2CCCCC2)CC1C (stereo not given)	0.1	-23	-11	1.2	-2	31*	0	-22	-7
N#CCCn1cc(C(=O)Nc2ccc(F)cc2)c(-c2ccc([N+](=O)[O-])cc2)n1	3.4	7	-4	1.8	-5	-8	2	4	-4
C=CCn1c(O)c(C(C)=NCCCO)c(=O)[nH]c1=O	0.8	9	-14	0.1	-8	-11	8	-31	-4
CC(=O)Nc1cc(C(=O)N2CCC3(CC2)OCCO3)ccc1Sc1ccc(F)cc1	0.6	10	9	0.3	5	-5	1	-10	-1
O=C1CN=C(c2cc([N+](=O)[O-])ccc2Cl)c2cc([N+](=O)[O-])ccc2N1	0.3	9	-3	0.5	-9	5	1	-15	-2
Nc1ccc(N=Nc2ccccc2)cc1	0.8	-6	8	3.1	-5	15	-1	-14	-4
COc1ccc(C(=O)CN2CCCCC2)cc1	-0.9	6	11	0.6	-3	-1	8	-3	-6
C=CCn1c(O)c(/C(C)=N/NC(=S)Nc2ccccc2)c(=O)[nH]c1=O	-0.7	6	-5	-1.7	-15	-4	-2	-22	0
Cc1ccc(-n2c(C)nc3cc(Cl)ccc3c2=O)nc1	0.6	19	-5	-0.4	-13	-12	3	-3	0
CC(C)NC(=O)Cn1cc(C(=O)c2ccccc2F)c2ccccc21	1.8	11	-12	-0.9	-6	-10	14	4	-1
C[C@](N)(CCP(=O)(O)O)C(=O)O	1.0	2	1	0.9	-7	-21	0	-12	-2
O=C(c1cc2cc(Br)ccc2[nH]1)N1CCC2(CC1)OCCO2	4.2	15	-4	1.3	-6	-15	1	-17	-3
O=C(NCc1ccccc1)c1cccn(Cc2cccc(Cl)c2)c1=O	2.5	11	-35	1.2	-4	-10	3	-21	-2
O=C1NC(=O)N(Cc2cccs2)C(=O)/C1=C/c1ccc(N2CCOCC2)cc1	1.0	6	-7	0.7	-1	-5	5	-8	-1
c1ccc(Nc2ccc3ccccc3c2)cc1	.	-10	.	.	.	12	1	12	-5
CCOc1ccc2nc(N=Nc3c(O)[nH]c(=S)[nH]c3=O)sc2c1	-0.5	6	-13	-0.4	7	0	0	-8	-6
Cc1cccc(C)c1NC(=O)CN(C)CC(=O)Nc1ccc(C#N)c(Cl)c1	7.2	-1	-7	12	-9	-3	13	20	1
COC(=O)N(c1ccccc1)P(=O)(Oc1ccccc1)Oc1ccccc1	-0.8	3	-6	-2.6	-6	-2	9	-16	-4
CN1CCN(/N=C/c2c[nH]c3ccccc23)CC1	0.9	10	12	1.2	-8	-13	11	-22	-4
CCCNc1oc(-c2cccc3ccccc23)nc1C#N	-1.2	7	-14	-1.3	-7	-10	15	14	-8
CCC1([N+](=O)[O-])COP(=O)(NCc2cccnc2)OC1 (stereo not given)	.	-4	.	.	.	-5	5	-5	-1
C[C@]12CCC(=O)C=C1CC[C@@H]1[C@@H]2CC[C@]2(C)C(=O)CC[C@@H]12	0.2	6	-4	-0.3	0	-31	3	3	-1

Not all compounds are listed; the hit share may differ from the screen's.
